KKLEB cytotox: reduces viability of KKLEB cystic fibrosis airway cells. KKLEB CF airway cells viability, ATPlite luminescence, overnight; active compounds read low; cells stimulated with P. aeruginosa culture filtrate. AID 602141. activity change (cytotoxicity), % at 5 µM. 360,000 tested, 0.36% active;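 active = corrected activity change at or below -50% at 5 µM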
MITF TRPM1 inh: inhibitors of MITF-driven TRPM1 promoter in melanoma cells | 330,000 tested, 0.83% active | inhibition, % at 12.5 µM | SK-MEL-5 TRPM1 promoter luciferase, 24 h;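 active = mean inhibition across replicates of 60% or more, whatever share of single replicates reaches that level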; note: values of inactives mirror those of a sister screen read the other way
HIF-2a inh: blocks HIF-2a reporter activity; 786-0 RCC cells HIF-2a reporter, luciferase luminescence, overnight; inhibition, % at 18.8 µM; 360,000 tested, 0.72% active;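 active = inhibition of the luminescence signal of 40% or more relative to plate controls, in a single-dose primary screen at 18.75 µM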
Shn3 3UTR inh: Schnurri-3 reporter inhibition in Clone20 osteoblasts | Clone20 osteoblast Shn3 3'UTR firefly luciferase, 24 h | inhibition, % at 12.5 µM | 360,000 tested, 0.52% active;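 active = mean inhibition of at least 75% with every replicate also reaching 75%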;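 note: 0% = median of neutral control wells and 100% = pilot-screen positive control compound; some compounds past the cut are filed as inactive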
TRAIL sens C8: sensitizes caspase-8 expressing cells to TRAIL. inhibition (viability loss, TRAIL sensitization), % at 10 µM. NB7+C8 cells + TRAIL, ATPlite viability luminescence. 360,000 tested, 1% active;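 active = compounds causing at least 50% loss of cell viability in the single-dose screen, relative to plate controls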
hiPSC survival: enhancers of human iPSC single-cell survival | hiPSC single-cell survival, ATPlite luminescence; 100% = ROCK inhibitor wells, 0% = DMSO | survival enhancement, % at 20 µM | 360,000 tested, 0.044% active | AID 602274; in the data active = survival enhancement above about 18%;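 note: cells exposed to compounds for 16 hours before the ATP read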
NR2E3 ag-1: activates human NR2E3 receptor | CHO-S Gal4-NCOR/VP16-NR2E3 two-hybrid, luciferase | inhibition of corepressor binding, % at 3.98 µM | 360,000 tested, 0.35% active | AID 602229;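 active = inhibition above the mean of all tested compounds plus 3 SD, cut at about 70% in these data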;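 note: 0% = DMSO with NR2E3 transfected cells and 100% = cells lacking NR2E3 construct; higher means lower luciferase signal from less NR2E3 corepressor binding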
Target sequence (Q9Y5X4 whole entry, looked up, the tested form may be a part): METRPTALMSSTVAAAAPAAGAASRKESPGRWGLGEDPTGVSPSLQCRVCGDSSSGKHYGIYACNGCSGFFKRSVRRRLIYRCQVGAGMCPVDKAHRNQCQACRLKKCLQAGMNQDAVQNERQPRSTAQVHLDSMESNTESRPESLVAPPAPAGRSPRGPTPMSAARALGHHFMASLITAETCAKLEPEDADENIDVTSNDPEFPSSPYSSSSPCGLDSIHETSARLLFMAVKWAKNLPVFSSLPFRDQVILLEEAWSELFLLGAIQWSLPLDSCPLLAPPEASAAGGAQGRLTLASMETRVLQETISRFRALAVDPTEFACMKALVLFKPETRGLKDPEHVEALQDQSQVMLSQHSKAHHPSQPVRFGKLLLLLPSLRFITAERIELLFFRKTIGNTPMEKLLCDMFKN
Peg3 promoter: Peg3 promoter activity inhibition; 360,000 tested, 1.7% active; HeLa PEG-Prom luciferase reporter, luminescence, overnight; inhibition, % at 20 µM;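 active = inhibition of at least 50% at 20 µM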
LMP1 NFkB inh: reduces LMP1-driven NF-kappaB luciferase signal | inhibition, % at 12.5 µM | 350,000 tested, 0.69% active | AID 504558 | LMP1-induced NF-kappaB luciferase reporter cells, luminescence; in the data active = inhibition above about 41%;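 note: 0% = neutral control wells and 100% = reference inhibitor control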
CF NFkB inh: blocks PAF-induced NF-kB reporter in cystic fibrosis cells | KKLEB NF-kB-GFP reporter, GFP fluorescence overnight | 360,000 tested, 0.86% active | AID 588850 | inhibition, % at 5 µM;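 active = at least 50% inhibition at 5 µM, scaled per plate between neutral and stimulator controls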;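 note: PAF is a Pseudomonas aeruginosa culture filtrate used as stimulus; plate controls were PAF-stimulated DMSO wells for no effect and unstimulated DMSO wells for full effect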
NR2E3 ag-2: NR2E3 (human) agonism | 320,000 tested, 0.12% active | GST-NR2E3/biotin-RetCOR TR-FRET, 1536-well | AID 2300 | inhibition of corepressor binding, % at 4.78 µM | Q9Y5X4;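 active = percent inhibition above the cutoff of mean plus 3 SD of all tested compounds, set per screening campaign, cut at about 20% in these data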;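 note: 0% = DMSO wells and 100% = biotin wells as full block of FRET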
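System: GST-tagged NR2E3 plus biotinylated RetCOR corepressor; Amount: 1.35 nM GST-tagged NR2E3 final; Dosing: single nominal compound dose of 4.8 µM; Schedule: 5 h incubation at 4 °C; Technique: TR-FRET with europium anti-GST and streptavidin-D2, 340 nm excitation; Controls: biotin wells as high control, 0.6% DMSO wells as low control.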
Active calls of the source: *; . = not tested or not shown. This is a subset, so the mix of outcomes need not match the whole.

SMILES	KKLEB cytotox	MITF TRPM1 inh	HIF-2a inh	Shn3 3UTR inh	TRAIL sens C8	hiPSC survival	NR2E3 ag-1	Peg3 promoter	LMP1 NFkB inh	CF NFkB inh	NR2E3 ag-2
CCOc1ccc(C(C)=O)cc1N1C(=O)C2C3C=CC(C3)C2C1=O (stereo not given)	4	5	20	-3	-1	-0.7	-31	-5	3	12	4
COc1ccc(S(=O)(=O)N2CCN(CC(O)CN3CCOCC3)CC2)cc1 (stereo not given)	-3	-3	5	-28	7	1.1	-19	10	-12	15	3
CN(c1ccccc1C(=O)N1CCOCC1)S(C)(=O)=O	0	-3	26	-7	4	8.8	22	6	-2	15	2
COc1ccc(S(=O)(=O)Nc2ccc3c(c2)C(=O)N([C@H](C)CO)C[C@H](C)[C@@H](CN(C)C(=O)Nc2c(C)noc2C)O3)cc1	-18	5	14	-11	-10	0.0	14	-2	-1	8	.
CCN(C(=O)c1cnc(OC)cc1C(F)(F)F)c1ccc(Cl)cc1Cl	11	-4	16	23	2	1.7	-10	20	1	-2	7
Cc1ccc(SCC(=O)NCCc2ccc(F)cc2)cc1	-2	1	-39	6	13	-0.6	0	-12	-3	4	0
O=CN1CCN(C2CC(=O)N(c3ccc(Br)cc3)C2=O)CC1 (stereo not given)	7	-8	15	-12	-2	4.1	-13	-23	8	-12	-3
COc1ccccc1OCC(=O)N/N=C1/SCC(=O)N1Cc1ccccc1	7	-1	16	23	-8	0.2	10	13	10	-4	0
COc1ccc(C(NC(=O)C2CCN(CCOc3ccc(Cl)cc3Cl)CC2)c2ccccn2)cc1 (stereo not given)	4	.	-14	4	-6	1.6	6	13	.	2	.
Cc1ccc(S(=O)(=O)Nc2ccc(C(=O)NCCCn3ccnc3)cc2)cc1[N+](=O)[O-]	-2	1	11	11	-17	0.1	-18	0	1	5	1
COC(=O)c1ccccc1Sc1c(/C=N/OC(=O)c2ccccc2)c(C(F)(F)F)nn1C	-6	14	-3	16	9	-0.5	-14	7	-1	10	4
O=C(O)Cc1ccc2[nH]c3ccc(CC(=O)O)cc3c2c1	5	-2	8	-11	-3	-0.3	1	9	0	-2	3
C=CCNc1nc(N)c([N+](=O)[O-])c(NCCO)n1	-3	-1	9	6	6	0.7	-5	12	4	-8	1
CCc1cccc(NC(=O)COC(=O)c2cc(=O)c3ccccc3o2)c1	1	-24	-57	-10	-10	-0.2	8	-53	0	7	.
O=C(O)C(Cc1ccccc1)N1C(=O)CCC1=O (stereo not given)	0	15	6	-9	1	1.8	7	9	1	10	2
CCC(C)NC(=O)c1cn(-c2cccc(OC)c2)c(=O)c2ccccc12 (stereo not given)	4	-1	12	9	8	0.6	-5	15	1	-11	0
O=C(CN1CCN(Cc2ccccc2Cl)CC1)N/N=C/C=C/c1ccccc1[N+](=O)[O-]	-2	14	19	-17	-5	-1.8	-5	20	-9	-4	-2
Cc1cc(C)c(NS(=O)(=O)c2ccccc2)c(C)n1	6	.	1	-50	-12	0.9	-8	18	-5	0	.
CCOC(=O)Cc1csc(NC(=O)COc2ccc3ccccc3c2)n1	2	8	-16	2	14	2.1	-19	-23	6	2	1
Cc1ccccc1C(=O)N1CCCN(C(=O)c2ccccc2C)CC1	4	-7	7	3	2	3.1	3	20	11	0	3
COc1ccc(NC(=O)CCCn2c(=O)c3sccc3n(Cc3ccccc3C)c2=O)cc1	3	-6	6	-8	-17	4.5	-10	12	0	-12	1
C/C(=N/NC(=O)c1cnccn1)c1cccs1	14	-49	-121	-23	10	-1.6	-24	-122	-6	-14	0
CCOc1cccc(C2/C(=C(\O)c3ccc4c(c3)OCCO4)C(=O)C(=O)N2Cc2ccncc2)c1 (stereo not given)	8	-9	6	4	-2	-0.3	-10	-2	4	-4	4
CCc1ccc(C(C(=O)NC2CCCC2)N(Cc2cccnc2)C(=O)c2csnn2)cc1 (stereo not given)	0	2	14	-4	-3	-0.4	-20	2	-9	8	2
O=C(NCc1cccnc1)C1CC(c2ccc(Cl)c(Cl)c2)=NO1 (stereo not given)	-12	13	1	18	-1	-0.7	2	21	-8	11	0

As a short view, some entries already given.
SMILES	KKLEB cytotox	MITF TRPM1 inh	HIF-2a inh	Shn3 3UTR inh	TRAIL sens C8	hiPSC survival	NR2E3 ag-1	Peg3 promoter	LMP1 NFkB inh	CF NFkB inh	NR2E3 ag-2
CN(c1ccccc1C(=O)N1CCOCC1)S(C)(=O)=O	0	-3	26	-7	4	8.8	22	6	-2	15	2
COc1ccc(S(=O)(=O)Nc2ccc3c(c2)C(=O)N([C@H](C)CO)C[C@H](C)[C@@H](CN(C)C(=O)Nc2c(C)noc2C)O3)cc1	-18	5	14	-11	-10	0.0	14	-2	-1	8	.
CCN(C(=O)c1cnc(OC)cc1C(F)(F)F)c1ccc(Cl)cc1Cl	11	-4	16	23	2	1.7	-10	20	1	-2	7
Cc1ccc(SCC(=O)NCCc2ccc(F)cc2)cc1	-2	1	-39	6	13	-0.6	0	-12	-3	4	0
O=CN1CCN(C2CC(=O)N(c3ccc(Br)cc3)C2=O)CC1 (stereo not given)	7	-8	15	-12	-2	4.1	-13	-23	8	-12	-3
COc1ccccc1OCC(=O)N/N=C1/SCC(=O)N1Cc1ccccc1	7	-1	16	23	-8	0.2	10	13	10	-4	0
COc1ccc(C(NC(=O)C2CCN(CCOc3ccc(Cl)cc3Cl)CC2)c2ccccn2)cc1 (stereo not given)	4	.	-14	4	-6	1.6	6	13	.	2	.
Cc1ccc(S(=O)(=O)Nc2ccc(C(=O)NCCCn3ccnc3)cc2)cc1[N+](=O)[O-]	-2	1	11	11	-17	0.1	-18	0	1	5	1
COC(=O)c1ccccc1Sc1c(/C=N/OC(=O)c2ccccc2)c(C(F)(F)F)nn1C	-6	14	-3	16	9	-0.5	-14	7	-1	10	4
O=C(O)Cc1ccc2[nH]c3ccc(CC(=O)O)cc3c2c1	5	-2	8	-11	-3	-0.3	1	9	0	-2	3
C=CCNc1nc(N)c([N+](=O)[O-])c(NCCO)n1	-3	-1	9	6	6	0.7	-5	12	4	-8	1
CCc1cccc(NC(=O)COC(=O)c2cc(=O)c3ccccc3o2)c1	1	-24	-57	-10	-10	-0.2	8	-53	0	7	.
O=C(O)C(Cc1ccccc1)N1C(=O)CCC1=O (stereo not given)	0	15	6	-9	1	1.8	7	9	1	10	2

(listing goes on)
SMILES	KKLEB cytotox	MITF TRPM1 inh	HIF-2a inh	Shn3 3UTR inh	TRAIL sens C8	hiPSC survival	NR2E3 ag-1	Peg3 promoter	LMP1 NFkB inh	CF NFkB inh	NR2E3 ag-2
CN(C(=O)c1ccncc1)C1CCCN(Cc2ccccc2F)C1 (stereo not given)	13	6	21	-12	-1	0.9	3	19	-2	-29	0
COc1cc(NC(=O)CSc2nnc(C)s2)cc(OC)c1OC	-4	17	12	1	11	9.7	-2	20	3	6	0
O=C(NCc1n[nH]c(=S)n1Cc1ccccc1)c1ccc(Cl)cc1Cl	-7	7	17	4	-5	0.5	7	19	0	0	0
COc1ccc(S(=O)(=O)N(C)C)cc1NC(=O)CSC(C)C(=O)Nc1cc(C)on1 (stereo not given)	7	.	0	-22	-7	-1.1	-8	2	-1	-2	2
CCN1C(=O)CC(N2CCN(CC(=O)NC(C)C)CC2)C1=O (stereo not given)	4	2	-9	-5	15	-1.5	-8	6	1	1	-1
COc1cc(Nc2ncnc(N)n2)cc(OC)c1	-4	3	12	-8	-11	-0.5	-15	1	1	19	-7
CC1CC(C)(C)NC(=S)N1CCC(=O)NCc1ccc(Cl)cc1 (stereo not given)	0	4	10	-3	-11	-0.2	-1	11	7	-13	1
Cc1cccn2c(=O)c3cc(C(=O)NCC4CCCO4)c(=N)n(Cc4cccnc4)c3nc12 (stereo not given)	-11	-1	15	-38	-3	2.1	-33	22	-6	7	3
CCOc1ccc(C(O)(c2ccccc2OC)C(CN2CCCC2)c2ccccc2)cc1 (stereo not given)	-1	-9	16	1	8	-0.4	-9	-2	4	16	4
O=S(=O)(Nc1ccc2c(c1)OCO2)c1ccc(Br)s1	4	-33	-99	-32	-5	1.5	-7	-38	-6	-6	-4
CSc1sc(C#N)c2c1/C(=N\O)CCC2	-5	7	17	3	-13	-0.8	4	2	9	8	-1
C=CC[C@@H](CC(=O)N(CCO)Cc1ccccc1)C(=O)N[C@H](COC(=O)[C@@H](CC=C)CC(=O)OC(C)(C)C)C(C)(C)C	-19	-10	18	13	13	-3.6	-28	0	0	0	.
Cc1cc(C)n(C(=O)c2ccc(NC(=O)CC(C)C)cc2)n1	4	-10	-20	-11	-1	1.1	-13	-11	-6	5	2
COc1ccccc1CCNC(=O)/C(=C/c1cccnc1)NC(=O)c1ccccc1	10	-2	13	5	-4	-1.5	20	12	3	-2	6
Cc1ccc(C)c(NC(=O)C2(C)CCCN2C(=O)C(C)C)c1 (stereo not given)	0	.	5	12	-22	-1.3	-22	1	.	-5	.
CN(CCCC1CCCC1)C(=O)CC1C(=O)NCCN1Cc1ccc(F)cc1 (stereo not given)	-23	0	1	-14	2	0.2	-1	10	-7	19	4
Cc1nnc(SCC2=C(C(=O)O)N3C(=O)C(NC(=O)COc4ccccc4)C3SC2)s1 (stereo not given)	4	-8	12	-25	-3	-0.3	-19	7	2	-10	.
CCN1CCCC1CNC(=O)c1cc2c(OC)c(OC)c(OC)cc2[nH]1 (stereo not given)	2	-1	11	-11	-4	-0.5	-8	0	-7	-1	3
CC1CN(C(=O)Nc2ccc3c(c2)OCCO3)CC(C)O1 (stereo not given)	0	-4	-26	-5	6	2.3	1	-91	-5	-4	-3
CC1(C)C(C=C(Cl)Cl)C1C(=O)Nc1ccc(S(=O)(=O)Nc2ncccn2)cc1 (stereo not given)	-3	-4	6	-5	1	-0.2	6	17	1	3	1
O=[N+]([O-])C(=C1SCCS1)C(=C(Cl)Cl)N1CCCCC1	-6	-1	18	8	10	0.3	-18	34	-5	-1	10
COc1cccc(C(=O)CSc2nnc(CNS(=O)(=O)c3ccc(C)cc3)n2C)c1	6	1	10	-10	-13	1.7	-10	12	4	-7	.
CC(Oc1cccc(Cl)c1)C(=O)Nc1ccncc1 (stereo not given)	-35	6	5	38	4	2.6	11	1	24	11	5
O=C(CSc1nnnn1-c1ccccc1)N1CCNC1=O	6	3	-15	-6	22	0.2	-24	9	-5	-22	2
O=c1c2sccc2nc(SCc2cc(=O)n3ccccc3n2)n1-c1ccc(Br)cc1	16	14	33	11	-14	-1.0	5	41	-6	46	0

Reprinted at random: 2 entries already listed
SMILES	KKLEB cytotox	MITF TRPM1 inh	HIF-2a inh	Shn3 3UTR inh	TRAIL sens C8	hiPSC survival	NR2E3 ag-1	Peg3 promoter	LMP1 NFkB inh	CF NFkB inh	NR2E3 ag-2
CC(Oc1cccc(Cl)c1)C(=O)Nc1ccncc1 (stereo not given)	-35	6	5	38	4	2.6	11	1	24	11	5
CSc1sc(C#N)c2c1/C(=N\O)CCC2	-5	7	17	3	-13	-0.8	4	2	9	8	-1

High-throughput results: PubChem BioAssay, several laboratories
